Compound activity (PubChem BioAssay)
FAS TE block: inhibitors of human fatty acid synthase thioesterase domain; recombinant FAS-TE, OMFH fluorogenic substrate, fluorescence endpoint; inhibition, % at 15 µM; hit rate 0.67% among 360,000;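 active = compounds whose normalised, plate-corrected inhibition of enzyme fluorescence in the single-dose primary screen is 50% or more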;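 also: 0% = DMSO with enzyme and 100% = substrate without enzyme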
CSN deneddyl inh: inhibitors of human CSN-mediated cullin deneddylation; Q92905; Purified CSN, SCF-Nedd8-OG deneddylation, fluorescence polarization; inhibition, % at 12.5 µM; hit rate 0.38% among 360,000; AID 651999;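 active = pattern-corrected inhibition above about 35%, with an unprinted fluorescence ratio check between 0.5 and 1.5, limit read from the data, passing the limit was not always enough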;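 also: 0% = enzyme with substrate and 100% = substrate without enzyme; some results filed as inactive read as strong as hits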
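Test system: purified human Csn5 enzyme expressed in HEK293T cells. Amount: 0.24 nM enzyme. Reagent: SCFSkp2-Nedd8OG substrate at 10 nM final. Schedule: 90 min incubation of compound, enzyme and substrate at room temperature. Detection: fluorescence polarization. Read-out: % inhibition of substrate cleavage by Csn5.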
eLon inh: E. coli protease La inhibition; P0A9M0; purified E. coli Lon protease, fluorescence polarization; inhibition, % at 7.94 µM; hit rate 0.42% among 360,000; in the data active = inhibition above about 13%, passing the limit was not always enough;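 also: 0% = enzyme with probe and DMSO and 100% = no enzyme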
Neddyl block: blocks human cullin neddylation; hit rate 0.58% among 360,000; AID 651699; calls only at 25 µM; TR-FRET cullin neddylation, biochemical; P61081+Q13564; in the data active = inhibition above about 36%
PABP1 MLLE inh: blocks PAM2 peptide binding to the PABP1 MLLE domain; P11940; GST-MLLE / FITC-PAM2 fluorescence polarization; inhibition, % at 20 µM; hit rate 0.36% among 360,000; in the data active = inhibition above about 35%, passing the limit was not always enough;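 also: plate controls were DMSO wells with GST-MLLE for no effect and wells lacking GST-MLLE protein for full effect; some results filed as inactive read as strong as hits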
Tb MetRS inh: blocks T. brucei methionyl-tRNA synthetase activity; hit rate 0.4% among 360,000; inhibition, % at 11.9 µM; AID 624268; purified T. brucei MetRS, ATP depletion, Kinase-Glo luminescence;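 active = inhibition above a per-plate cutoff of the control wells' mean inhibition plus 3 SD, cut at about 5.5% in these data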;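 also: 0% = DMSO wells median and 100% = median of wells with control inhibitor compound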
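Test system: purified T. brucei MetRS enzyme. Also added: ATP, methionine and E. coli bulk tRNA substrates. Compound: 11.9 µM single point. Schedule: 15 min enzyme-compound preincubation, 2 h reaction, 10 min detection, 25 °C. Signal: luciferase luminescence of residual ATP, Kinase-Glo. Evaluation: percent inhibition versus plate control medians. Controls: DMSO wells, low control.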
bovine MsrA act: bovine methionine sulfoxide reductase A activation. purified bovine MsrA, absorbance read-out. activation, % at 10.6 µM. hit rate 0.3% among 360,000. AID 602163; in the data active = activation above about 7.5%;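 also: 0% = vehicle and 100% = reference activator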
MsrA inhibitor: bovine MsrA inhibition; inhibition, % at 15.5 µM; hit rate 0.75% among 360,000; AID 651718; purified bovine MsrA, absorbance read-out; in the data active = inhibition above about 4.5%;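 also: 0% = vehicle wells with enzyme and 100% = reference inhibitor wells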
Rin1-Abl PPI inh: blocks binding of human Rin1 to Abl. P00519+Q13671. TR-FRET Rin1/Abl binding, biochemical. inhibition, % at 7.35 µM. hit rate 0.4% among 360,000; in the data active = inhibition above about 5%, passing the limit was not always enough
* marks the source's active call; other numbers are inactive results; i = inactive; x = not tested or not shown.

SMILES | FAS TE block | CSN deneddyl inh | eLon inh | Neddyl block | PABP1 MLLE inh | Tb MetRS inh | bovine MsrA act | MsrA inhibitor | Rin1-Abl PPI inh
CC(C)CNC(=O)COc1ccc(Sc2ccc(OCC(=O)NCC(C)C)cc2)cc1 | -10 | 6 | 2 | i | -3 | 0.6 | -4 | 0.0 | -2
Cc1ccn(CCC(=O)O)n1 | -6 | 7 | 9 | i | -6 | -0.3 | -4 | 0.0 | 1
O=C(CCN1C(=O)/C(=C\c2cccs2)SC1=S)NC1=NCCS1 | -2 | 2 | -12 | i | 13 | -0.4 | -1 | -0.8 | 1
COC(=O)c1ccccc1NC(=O)COc1ccc2c(c1)OCO2 | 10 | 1 | 5 | i | -9 | -0.1 | -1 | 1.6 | -2
CC[C@H](C)[C@H](NC(N)=O)C(=O)Nc1ccccc1F | -2 | 1 | 6 | i | -84 | -0.3 | -6 | -0.5 | -1
O=C(Cc1ccc(Cl)cc1Cl)Nc1cccc(S(=O)(=O)Nc2ccccc2F)c1 | -7 | -5 | 9 | i | 19 | -0.9 | -11 | 0.3 | -1
COc1cccc(C(=O)OCC(=O)N2CCc3ccccc3C2)c1 | -1 | -2 | -7 | i | -13 | -0.2 | -2 | -0.7 | -2
O=C(NCc1cccnc1)c1ccc(S(=O)(=O)N2CCCCC2)cc1 | -8 | 0 | 0 | i | 15 | -0.1 | -1 | 0.5 | 2
CCc1ccc2c(c1)cc(CN(C(=S)Nc1cccc(C)c1)C1CC1)c1nnnn12 | -4 | 1 | 2 | i | -10 | -2.0 | -11 | 0.6 | 2
Cc1cccc(OCCCC(=O)Nc2ccc(N3CCCCC3)cc2)c1C | 2 | 2 | -5 | i | -4 | -1.2 | -9 | -1.9 | -1
Cc1ccc(S(=O)(=O)Nc2ccc(NC(=O)c3cccnc3)cc2)cc1 | 0 | -2 | 2 | i | 2 | 2.5 | -8 | -1.4 | 3
O=C(Nc1cccc(Cl)c1)c1nc[nH]c1C(=O)Nc1ccccc1F | -2 | 1 | 12 | x | 9 | -1.1 | -2 | 0.1 | -1
O=C(NC1CCCC(C(F)(F)F)C1)c1ccc([N+](=O)[O-])o1 (stereo not drawn) | 7 | 0 | -12 | i | -4 | -0.3 | 3 | 0.0 | -3
Cc1c(CC(=O)NCC(=O)NCC(=O)O)c(=O)oc2cc3oc4c(c3cc12)CCCC4 | 0 | -2 | 4 | x | -10 | -0.6 | -3 | 0.2 | 2
CCc1ccc(Nc2cnn(-c3nc4ccccc4s3)c(=O)c2Cl)cc1 | 48 | 5 | 6 | i | 4 | -0.1 | -6 | 3.5 | -4
Cc1ccc(C(=O)NCC(=O)OCC(=O)c2ccccc2)s1 | -7 | -5 | -4 | i | -9 | 0.6 | -3 | 0.7 | -2
O=C(/C=N/O)NCCN1CCCCC1 | -7 | 0 | -2 | i | -7 | -0.4 | -4 | 0.3 | 7
CCc1ccc(-n2c(SCC(=O)NC3CCS(=O)(=O)C3)nc3ccccc3c2=O)cc1 (stereo not drawn) | -4 | 0 | -6 | i | -5 | -0.2 | -4 | -1.1 | 1
COc1ccc(NC(=O)CCn2cc(C)c3ccccc32)cc1 | 8 | 2 | 4 | i | -5 | -0.5 | -4 | x | 4
Cc1cccc(NC(=O)CSc2nc3nc(C)cc(C)c3c(=O)[nH]2)c1 | -3 | 0 | -4 | i | 7 | -0.1 | -4 | 0.0 | -2
O=C(CN1C(=O)C(=O)N(C2CCCC2)C1=O)Nc1ccc(F)cc1F | -6 | -4 | 2 | i | 7 | 0.0 | -3 | -0.8 | 6
COC(=O)c1cc(NC(=O)c2cccc([N+](=O)[O-])c2C)ccc1Cl | 21 | 1 | -2 | i | -13 | -0.9 | -11 | 2.0 | 4
COc1ccc(NC(=O)COC(=O)c2c(-c3ccccc3)noc2C)cc1 | 7 | 3 | 9 | i | -58 | -0.5 | -13 | -1.7 | 0
O=c1[nH][nH]c(-c2ccccc2)c1C=Nc1ccc(Cl)cc1 | 4 | -2 | 11 | i | 12 | -0.3 | 2 | 3.5 | 1
CCn1nc(C)c(/C=N/NC(=O)c2ccoc2C)c1C | -6 | -7 | 2 | i | 11 | -2.3 | -11 | 0.4 | 1
Cc1cc(-c2onc(C)c2C(N)=O)no1 | -6 | -4 | 3 | i | -5 | -0.5 | -4 | -2.0 | -5
Cc1ccccc1-n1c(SCC(=O)c2c(N)n(C)c(=O)n(C)c2=O)nnc1-c1cccnc1 | -2 | 8 | 6 | i | -18 | -0.3 | -3 | 0.8 | 1
CC(=O)c1c(C)[nH]c(C(=O)OCC(=O)c2ccc(Br)cc2)c1C | 14 | 8 | -6 | i | -11 | -0.1 | 1 | -1.0 | -6
C=C(C)c1ccc(C(C)(C)NC(=O)NCc2ccco2)cc1 | -2 | -1 | -10 | i | -6 | -1.5 | -12 | -0.1 | 3
O=C(CCNS(=O)(=O)c1cccc(C(F)(F)F)c1)NCc1ccco1 | -7 | 2 | -8 | i | -15 | -0.2 | -5 | -0.4 | 6
COc1ccc(S(=O)(=O)NCC2CCCN(C(=O)c3cccnc3)C2)cc1 (stereo not drawn) | -4 | 0 | -6 | i | 2 | 0.1 | -5 | -0.6 | 2
O=C(Nc1ncccn1)C1CCCN1S(=O)(=O)c1ccc(Cl)c(Cl)c1 (stereo not drawn) | -8 | -4 | -11 | i | 3 | -1.2 | -2 | 0.9 | 1
Cc1sc(NC(=O)Cn2[nH]c(=O)c3ccccc3c2=O)nc1-c1ccccc1 | -1 | 1 | -14 | i | -43 | -0.4 | -4 | 0.5 | -3
Cc1c(NC(=O)c2ccc(N(C)S(=O)(=O)c3ccccc3)cc2)c(=O)n(-c2ccccc2)n1C | 0 | 1 | -10 | i | 8 | -1.1 | -7 | 0.1 | 9.8*
CN(C(=O)C1CCCO1)C1CCS(=O)(=O)C1 (stereo not drawn) | -9 | -1 | -4 | i | -7 | -0.3 | -3 | -1.2 | 3
O=C(Nc1ccc(Cl)cc1)Nc1ccc(N2CCC(C(F)(F)F)CC2)nc1 | -6 | -4 | 47* | i | 12 | -1.1 | -10 | 0.0 | 0
FC(F)(F)c1cccc(NC(=S)N(CCCN2CCCC2)Cc2cccn2Cc2ccc(Cl)cc2)c1 | 32 | 2 | 0 | i | -26 | 0.1 | -7 | -1.2 | 0
Cc1ccccc1-n1nc2c(c1NC(=O)c1cccs1)CS(=O)(=O)C2 | -5 | -2 | 12 | i | 5 | 0.3 | -1 | -1.1 | -6
Cc1[nH]c2ccccc2c1CN1CCC(CO)(Cc2ccccc2)CC1 | -2 | 3 | -9 | i | 5 | -0.2 | -2 | -0.1 | -2
O=C(C[C@H]1CC[C@H](NC(=O)Nc2ccccc2F)[C@@H](CO)O1)NCc1ccc(-c2ccccc2)cc1 | x | 2 | x | i | x | -0.6 | x | -1.2 | x

2 entries from above, reformatted:
Values in the order: FAS TE block, CSN deneddyl inh, eLon inh, Neddyl block, PABP1 MLLE inh, Tb MetRS inh, bovine MsrA act, MsrA inhibitor, Rin1-Abl PPI inh
> CC(=O)c1c(C)[nH]c(C(=O)OCC(=O)c2ccc(Br)cc2)c1C
  14, 8, -6, i, -11, -0.1, 1, -1.0, -6
> C=C(C)c1ccc(C(C)(C)NC(=O)NCc2ccco2)cc1
  -2, -1, -10, i, -6, -1.5, -12, -0.1, 3

Additional entries follow:
SMILES | FAS TE block | CSN deneddyl inh | eLon inh | Neddyl block | PABP1 MLLE inh | Tb MetRS inh | bovine MsrA act | MsrA inhibitor | Rin1-Abl PPI inh
Cn1c(N2CCOCC2)cc(=O)n(C)c1=O | -6 | 0 | -6 | i | 16 | -1.0 | -3 | -0.6 | 6
CCOc1ccccc1N1CCN(c2ncnc3scc(-c4ccc(OC)cc4)c23)CC1 | 33 | 1 | -6 | i | -2 | 0.1 | -3 | 0.0 | 0
CC(C)Oc1ccc(Cc2cnc(=S)[nH]c2N)cc1 | -2 | -2 | 5 | i | 28 | 0.6 | 5 | -0.7 | 3
Cc1cc(C)c(C)c(S(=O)(=O)ON2C(=O)c3ccccc3C2=O)c1C | 90* | -2 | -12 | i | 17 | 0.2 | -3 | 0.8 | -1
Cc1ccc(CNC(=O)c2cccc3c2C(=O)c2ccc(N4CCC(C)CC4)cc2S3(=O)=O)cc1 | -59 | -39 | -37 | i | -76 | -0.5 | -5 | -0.4 | 1
O=S(=O)(NCc1ccco1)c1ccccc1Br | -5 | 2 | -3 | i | 3 | -0.1 | -4 | -0.1 | 2
COc1cccc(/C=N/Nc2ccc(Cl)nn2)c1 | 0 | -3 | -6 | i | -1 | 0.8 | -1 | 2.7 | -2
CCOC(=O)[C@]12CCCC=C1N(Cc1ccco1)C(=O)[C@H](CC(=O)NCCCOC)C2 | -17 | 0 | 8 | i | x | -1.4 | -7 | 1.5 | x
CCOC(=O)c1cnc(SCC(=O)c2ccc(Cl)cc2)nc1N | 12 | 3 | 2 | i | 3 | 0.0 | -1 | -1.1 | -1
CS(=O)(=O)Nc1cccc(C2=NN(C(=O)c3cccc([N+](=O)[O-])c3)C(c3cccs3)C2)c1 (stereo not drawn) | 23 | 2 | -6 | i | 12 | 0.9 | -3 | -0.4 | -4

Single records (already shown). Screens in order: FAS TE block	CSN deneddyl inh	eLon inh	Neddyl block	PABP1 MLLE inh	Tb MetRS inh	bovine MsrA act	MsrA inhibitor	Rin1-Abl PPI inh
Cc1cc(C)c(C)c(S(=O)(=O)ON2C(=O)c3ccccc3C2=O)c1C is entered as 90*	-2	-12	i	17	0.2	-3	0.8	-1
Cn1c(N2CCOCC2)cc(=O)n(C)c1=O is entered as -6	0	-6	i	16	-1.0	-3	-0.6	6
O=S(=O)(NCc1ccco1)c1ccccc1Br is entered as -5	2	-3	i	3	-0.1	-4	-0.1	2
CCOC(=O)[C@]12CCCC=C1N(Cc1ccco1)C(=O)[C@H](CC(=O)NCCCOC)C2 is entered as -17	0	8	i	x	-1.4	-7	1.5	x
Cc1ccc(CNC(=O)c2cccc3c2C(=O)c2ccc(N4CCC(C)CC4)cc2S3(=O)=O)cc1 is entered as -59	-39	-37	i	-76	-0.5	-5	-0.4	1

Remaining list, next part
SMILES | FAS TE block | CSN deneddyl inh | eLon inh | Neddyl block | PABP1 MLLE inh | Tb MetRS inh | bovine MsrA act | MsrA inhibitor | Rin1-Abl PPI inh
CCc1cc2c(=O)c(-c3nc4ccccc4n3C)c(C)oc2c(CN2CCOCC2)c1O | -5 | -4 | -5 | x | 5 | -0.2 | -10 | 5.0* | -4
COc1ccc(N(CC(=O)Nc2ccc3c(c2)OCO3)S(=O)(=O)c2ccc(C)cc2)cc1OC | 6 | 0 | -1 | i | -10 | 0.4 | -5 | 0.4 | 3
COc1ccccc1OCC(=O)Nc1c2c(nn1-c1ccc(F)cc1)CS(=O)(=O)C2 | -4 | 3 | -2 | i | -1 | 0.2 | -3 | 0.6 | -2
COc1ccc(Cl)cc1CSc1ncn[nH]1 | -17 | -3 | -4 | i | -6 | 0.0 | -2 | -0.4 | 1
CN(C(=O)COc1cccc(Br)c1)C1CCS(=O)(=O)C1 (stereo not drawn) | -7 | 0 | -9 | i | -5 | 0.3 | -5 | -0.6 | 0
CC(CCc1ccccc1)NC(=O)Cn1cccc1C(=O)c1ccccc1 (stereo not drawn) | 6 | 3 | -5 | i | 1 | -0.2 | -2 | 0.6 | -1
